# High-throughput results (PubChem)
# FN deposition inh: fibronectin deposition inhibition. AID 743247. 350,000 tested, 0.086% active. inhibition, % at 12.6 µM. AH1F fibroblasts, Alexa488-fibronectin deposition fluorescence, overnight;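 active = mean inhibition across replicates of 30% or more, regardless of how many single replicates reach that level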;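 also: positive control wells lacked labelled fibronectin entirely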
#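 Material: AH1F fibroblast monolayer depositing Alexa488-labelled fibronectin into matrix | Input: 10000 AH1F cells/well | Medium: DMEM plus 2% serum, read in PBS | Reagent: Alexa488-fibronectin, 24 nM final in well | Compound dosing: One dose per compound, pinned | Schedule: 1 h adhesion, overnight exposure | Measured by: Fluorescence at 485 nm excitation, 525 nm emission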
# S100A4 inh HTS: blocks human S100A4 binding to myosin IIA peptide. P26447. 360,000 tested, 0.14% active. S100A4/TAMRA-MyoIIA peptide fluorescence polarization. inhibition, % at 10.7 µM. AID 652163;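 active = mean inhibition of at least 70% across replicates, with every replicate also reaching that level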
# Target sequence (P26447 whole entry, looked up): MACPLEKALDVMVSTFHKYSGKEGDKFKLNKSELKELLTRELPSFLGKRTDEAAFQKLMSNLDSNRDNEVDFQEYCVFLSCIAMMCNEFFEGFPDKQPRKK
#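 incubation = readout 5 min after mixing, signal stable up to 60 min | system = S100A4 monomer protein | buffer or medium = HEPES pH 7.2 with CaCl2, KCl, NaCl, DTT, Triton | benchmarks = neutral control DMSO, positive control TFP | also added = fluorescent myosin IIA peptide, 5 nM | compound dosing = one concentration per compound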
# LGR2 inh: blocks bursicon-induced cAMP signaling via Drosophila LGR2; HEK293 LGR2, CRE-luciferase, bursicon-stimulated, 4 h; inhibition, % at 9.99 µM; 380,000 tested, 0.35% active;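 active = drop in luminescence signal, shown as inhibition above about 50% in the replicate tests, limit read from the data, passing the limit was not always enough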;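 also: agonist challenge used bursicon conditioned medium at about half maximal strength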
# PAX8 inh HTS: PAX8 transcriptional activity inhibition; inhibition, % at 12.6 µM; 360,000 tested, 1.2% active; RMG-I TPO-luciferase reporter, SteadyGlo, 24 h;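 active = mean replicate inhibition at least 60% with every replicate also reaching 60%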;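 also: luciferase light reporting Pax8 driven TPO promoter activity; plate controls were median of neutral control wells for no effect and mitoxantrone controls for full effect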
# EWS-Fli block: blocks EWS/Fli oncoprotein-driven transcription | inhibition, % at 12.6 µM | 350,000 tested, 0.67% active | A673 NR0B1-luciferase reporter, viability-normalised;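 active = mean inhibition of at least 50% after viability correction, with every replicate also passing that limit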;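 also: firefly luciferase signal divided by Alamar Blue viability fluorescence both relative to DMSO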
# PglD DTNB: PglD (C. jejuni) enzyme inhibition; purified PglD enzyme, DTNB colorimetric CoA detection; inhibition, % at 12.5 µM; 360,000 tested, 0.098% active; in the data active = inhibition above about 16%, passing the limit was not always enough; also: strong numbers were not always called active
# ERAP1 inh: inhibitors of human ERAP1 aminopeptidase | 340,000 tested, 0.15% active | recombinant ERAP1, Leu-AMC fluorescence, 60 min | inhibition, % at 10.7 µM | Q9NZ08;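 active = mean replicate inhibition of at least 30%, or all replicates individually reaching that 30% level; inactive = mean below 30% and not every replicate reaching it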;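 also: 0% = neutral control wells and 100% = L-leucinethiol positive control wells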
# Target sequence (Q9NZ08 whole entry, looked up): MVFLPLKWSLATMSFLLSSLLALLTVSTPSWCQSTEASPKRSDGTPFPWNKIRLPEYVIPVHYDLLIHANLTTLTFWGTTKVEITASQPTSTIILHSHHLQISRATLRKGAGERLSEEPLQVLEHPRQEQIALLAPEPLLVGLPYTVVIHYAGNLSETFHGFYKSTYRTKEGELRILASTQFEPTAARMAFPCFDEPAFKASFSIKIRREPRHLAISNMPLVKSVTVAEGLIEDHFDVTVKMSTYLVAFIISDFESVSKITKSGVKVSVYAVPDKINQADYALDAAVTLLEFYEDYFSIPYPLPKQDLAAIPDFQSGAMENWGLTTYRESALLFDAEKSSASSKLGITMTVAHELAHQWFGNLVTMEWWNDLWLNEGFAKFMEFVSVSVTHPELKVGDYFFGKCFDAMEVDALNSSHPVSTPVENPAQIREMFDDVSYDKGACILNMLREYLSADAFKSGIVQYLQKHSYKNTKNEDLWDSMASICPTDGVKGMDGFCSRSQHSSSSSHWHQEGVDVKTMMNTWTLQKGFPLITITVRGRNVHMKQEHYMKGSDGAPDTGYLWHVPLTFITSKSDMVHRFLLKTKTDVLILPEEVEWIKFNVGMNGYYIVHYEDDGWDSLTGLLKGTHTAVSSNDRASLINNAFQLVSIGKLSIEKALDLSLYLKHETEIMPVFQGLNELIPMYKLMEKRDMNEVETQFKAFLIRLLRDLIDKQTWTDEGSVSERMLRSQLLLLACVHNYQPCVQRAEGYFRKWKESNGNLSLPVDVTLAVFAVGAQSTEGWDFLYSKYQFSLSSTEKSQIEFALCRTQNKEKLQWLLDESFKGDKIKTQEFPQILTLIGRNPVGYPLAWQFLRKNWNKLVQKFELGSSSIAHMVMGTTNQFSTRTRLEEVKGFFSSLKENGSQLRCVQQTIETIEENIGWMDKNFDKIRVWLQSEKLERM
# PGC1a acetyl inh: PGC1a acetylation modulation, inhibitor mode; U2OS PGC1a acetylation, AlphaScreen anti-acetyl-lysine; with virally co-expressed GCN5 acetyltransferase; inhibition, % at 15.6 µM; 350,000 tested, 0.17% active;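 active = every replicate shows inhibition of at least 40%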;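 also: 0% = neutral control wells and 100% = positive control wells; some results beyond the cut were filed as inactive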
# An asterisk follows results filed as active; nt = no result given; & = joins results of further samples.
SMILES,FN deposition inh,S100A4 inh HTS,LGR2 inh,PAX8 inh HTS,EWS-Fli block,PglD DTNB,ERAP1 inh,PGC1a acetyl inh
O=C(NN1C(=O)/C(=C/c2ccc(O)c(O)c2)SC1=S)c1ccccc1,21,6,22,60,26,-12,6,nt
CC1CCCCN1C(=O)COC(=O)C1CCN(S(=O)(=O)c2ccc3c(c2)OCCO3)CC1 (centres undefined),5,6,5,nt,4,nt,0,nt
O=C1OCCC1Sc1nnnn1-c1ccc(Cl)cc1 (centres undefined),nt,-3,40,23,12,nt,-2,3
CCCc1cn(CC[C@@H]2CC[C@H](NC(=O)C3CCCCC3)[C@H](CO)O2)nn1,nt,6,11,0,-2,-3,-1,1
CCN(CC)C(=O)c1sc(NC(=O)c2ccco2)c(C#N)c1C,-7,nt,20,nt,nt,1,nt,-11
O=C(c1ccc(Cl)s1)N(Cc1nnc(-c2ccccc2Cl)o1)C1CC1,1,-11,-32,-72,-14,nt,-2,nt
COc1ccc(C(=O)NC(C)c2ccncc2)cc1S(=O)(=O)N(C)Cc1ccccc1 (centres undefined),-29,2,-14,2,3,3,6,-6
c1ccc(CN2CCCC3CC2c2ccccc23)cc1 (centres undefined),4,-2,-4,8,-3,nt,0,nt
CO[C@H]1CN(C)C(=O)c2ccc(NC(=O)Nc3ccc(Cl)cc3)cc2OC[C@@H](C)N(C(=O)Nc2c(C)noc2C)C[C@H]1C,-1,2,15,13,-7,4,4,-5
O=C(c1ccc(-c2ccc(Cl)cc2)o1)N1CCN(c2ccc([N+](=O)[O-])cc2Cl)CC1,nt,-5,19,nt,18,-3,2,4
CC(C)CC#Cc1cnc2c(c1)C(=O)N([C@H](C)CO)C[C@@H](C)[C@@H](CN(C)C(=O)c1cnccn1)O2,-7,11,-15,nt,-1,-1,4,5
CNC(=O)C[C@H]1CC[C@H]2[C@@H](COc3ccc(NC(=O)Nc4cccc(Cl)c4)cc3C(=O)N2C)O1,-1,5,6,6,-1,3,-4,-2
O=[N+]([O-])c1cccnc1Oc1ccc(OCc2ccccc2)cc1,2,5,-51,-22,-56,4,-3,nt
N#Cc1cccc(C#N)c1Oc1ccc(S(=O)(=O)Nc2ccccc2)cc1,4,4,nt,25,13,-6,3,26
O=C(Nc1cccc2ncccc12)c1cc([N+](=O)[O-])ccc1Cl,0,1,-8,-12,5,11,6,10
O=C(C[C@H]1CC[C@@H](NS(=O)(=O)c2cccc(F)c2)[C@@H](CO)O1)NCc1ccc2c(c1)OCO2,-4,-16,-10,-6,-3,4,0,-11
Cc1c(NC(=O)c2cccc(NC(=O)Cc3ccccc3F)c2)c(=O)n(-c2ccccc2)n1C,-2,-3,-7,-5,-4,0,-4,0
CC[C@]12c3[nH]c4cc(CCC(=O)N(C)C)ccc4c3CCN1C(=O)[C@@H](CC(=O)NC/C=C(\C)CCC=C(C)C)C[C@@H]2C(=O)N1CCN(C(=O)C2CC2)CC1,0,-7,-34,22,7,2,nt,nt
C[C@H]1CN([C@@H](C)CO)S(=O)(=O)c2ccc(C#CC(C)(C)O)cc2O[C@H]1CN(C)C,3,-18,-8,nt,-11,1,1,-1
CN(C)c1ccc(S(=O)(=O)N2CCCCC2)cc1NC(=O)CN1C(=O)NC2(CCCC2)C1=O,3,-3,26,-2,-2,nt,1,nt

# Part of the list above, showing only FN deposition inh, PAX8 inh HTS and S100A4 inh HTS.
canonical_smiles | FN deposition inh | PAX8 inh HTS | S100A4 inh HTS
N#Cc1cccc(C#N)c1Oc1ccc(S(=O)(=O)Nc2ccccc2)cc1 | 4 | 25 | 4
O=C1OCCC1Sc1nnnn1-c1ccc(Cl)cc1 (centres undefined) | nt | 23 | -3

# The list continues:
SMILES,FN deposition inh,S100A4 inh HTS,LGR2 inh,PAX8 inh HTS,EWS-Fli block,PglD DTNB,ERAP1 inh,PGC1a acetyl inh
CCOP(=O)(OCC)C(NC(=O)Nc1ccc(Cl)cc1)c1ccccc1 (centres undefined),-2,nt,15,-2,nt,-1,nt,-1
COc1ccc(S(=O)(=O)NCc2ccco2)cc1N(C)S(=O)(=O)c1ccccc1,-2,-6,-17,8,3,nt,4,nt
C[C@@H]1CN([C@@H](C)CO)C(=O)Cc2cc(NC(=O)Nc3ccc4c(c3)OCO4)ccc2O[C@@H]1CN(C)Cc1ccc2c(c1)OCO2,nt,-9,10,14,1,1,1,2
C#CCNC(=O)C1=C[C@@H](C2CCCCC2)C[C@@H](OCCCCO)O1,2,-6&-13,-2,-12&-6,-7&-8,2,-1&-2,1&1
C/C=C/c1cnc2c(c1)C(=O)N([C@@H](C)CO)C[C@H](C)[C@@H](CN(C)Cc1ccccc1)O2,-13,-7,6,nt,0,-3,-2,-14
Clc1cccc(/C(Cc2nc3ccccc3[nH]2)=N\Nc2ccccc2)c1,0,5,nt,-15,-33,nt,-1,nt
COc1ccc(Nc2nc(-c3sc(N)nc3C)cs2)cc1,-5,nt,nt,-26,nt,1,nt,11
CCOC(=O)C1CCN(C(=O)C2CCN(S(=O)(=O)c3c(C)noc3C)CC2)CC1,8,nt,nt,-8,nt,-3,nt,-7
CCC(=O)Nc1cccc(NC(=S)NC(=O)c2ccccc2C)c1,2,-2,-25,-98,-66,nt,6,7
Cc1ccc(C(=O)N2CCC(C)CC2)cc1NC1=NC2CS(=O)(=O)CC2S1 (centres undefined),4,13,-5,3,-1,nt,4,-6
C/C(=N\NC(=O)c1ccc(NS(=O)(=O)c2cccs2)cc1)c1ccc2ccccc2c1,0,nt,-15,-1,nt,-5,nt,nt
C[C@H](NC(=O)C[C@@H]1C[C@@H]2c3cc(NS(C)(=O)=O)ccc3O[C@@H]2[C@H](CO)O1)c1ccccc1,nt,2,2,-5,8,0,1,-5
CC(C)C(=O)Nc1ccc2c(c1)C(=O)N(C)[C@H]1CC[C@@H](CC(=O)NCc3cccc(F)c3)O[C@@H]1CO2,-5,nt,10,-13,-9,1,nt,-7
C=C1CCN([C@@H](CC(C)C)C(=O)NCc2ccc(OC)cc2)S(=O)(=O)c2ccccc21,-5,-4,2,22,3,-3,nt,-6
CNc1nc(NCCCN2CCCC2=O)c2sccc2n1,5,-4,-1,-24,5,-4,1,-3
CC(Oc1ccc(Br)cc1)C(=O)Nc1ccncc1 (centres undefined),6,-1,-18,-8,10,nt,1,8
CCOc1ccc(NS(=O)(=O)c2cc(C(=O)N3CCN(c4ccccc4O)CC3)ccc2Cl)cc1,-1,-7,-11,13,1,-1,3,nt
COc1ccc(-c2nn(-c3ccccc3)cc2C(=O)N2CCN(S(=O)(=O)c3ccccc3C#N)CC2)cc1,4,-5,0,24,13,-7,2,nt
COc1ccc(NC(=O)Nc2cccc3c2O[C@H](CN(C)Cc2ccc(C(=O)Nc4ccccc4N)cc2)[C@@H](C)CN([C@H](C)CO)C3=O)cc1,nt,-8,3,-30,5,nt,4,-49
COCCNC(=O)C[C@H]1C[C@@H]2c3cc(NC(=O)Nc4ccc(F)cc4)ccc3O[C@@H]2[C@H](CO)O1,-4,nt,0,0,-4,-3,nt,2

# Continued:
SMILES,FN deposition inh,S100A4 inh HTS,LGR2 inh,PAX8 inh HTS,EWS-Fli block,PglD DTNB,ERAP1 inh,PGC1a acetyl inh
Cc1ccc2c(CN(C)Cc3ccc(Cl)cc3Cl)cc(=O)oc2c1,-1,-7,4,-4,6,-2,-1,nt
Nc1cc(S(=O)(=O)c2ccc(O)c(N)c2)ccc1O,-5,8,8,7,-7,nt,-3,nt
CN1C(=O)[C@H]2[C@@H](/C=C/c3ccccc3)N3C(=O)CN(Cc4ccccn4)C(=O)[C@@]3(C)[C@H]2C1=O,-3,-4,-13,4,-13,4,-5,0
CCn1c(SCC(=O)Nc2cc(C(C)(C)C)nn2-c2ccccc2)nnc1-c1cccs1,0,0,nt,14,17,-2,-2,-18
C[C@H](CO)N1C[C@H](C)[C@@H](CN(C)C(=O)Nc2ccc(C(F)(F)F)cc2)Oc2ccc(NC(=O)C3CCCCC3)cc2C1=O,2&-13,1&-6,14&5,16&20,4&-5,-1&-3,1&1,7
Cc1ccc(C)c(N(C(=O)Cc2cccs2)C(C(=O)NC2CCCC2)c2ccc(C)o2)c1 (centres undefined),9,nt,10,nt,nt,-5,nt,17
COc1cccc(CNC(=O)C[C@@H]2C=C[C@H](NS(=O)(=O)c3ccccc3OC)[C@H](CO)O2)c1,nt,11,3,-3,0,1,-1,0
O=C(N=C1SC2CS(=O)(=O)CC2N1c1cccc(Cl)c1Cl)C1CCCO1 (centres undefined),3,4,3,-1,3,-6,2,-3
Cc1ccc(N=C(N)N=C(N)N)c(C)c1,-3,3,-9,10,1,8,-3,-1
CNC(=O)NNC(=O)c1csc(Cc2c(Cl)sc3ccc(Cl)cc23)n1,-1,0,-4,14,12,nt,5,nt
Cc1cccc(C)c1Cn1c(C)c(C(=O)NCc2cccc(Cl)c2)sc1=O,0,-10,0,0,-3,4,nt,nt
CN1CCN(c2ccc(CNC(=O)c3ccc(-c4ccc(F)c(F)c4)c4ccoc34)cc2)CC1,5,-1,8,13,11,3,0,-11
Cc1cccc(CN(Nc2ccccc2)c2ccccc2)n1,1,-8,-9,7,-6,-6,1,-17
C[C@H](CO)N1C[C@H](C)[C@@H](CN(C)C)Oc2ncc(C#Cc3cccnc3)cc2C1=O,6,12,2,nt,-1,5,-1,1
O=C(CC1CC1)N1CC(=O)N2[C@H](CO)[C@H](c3ccc(C#Cc4ccc(F)cc4)cc3)[C@@H]2C1,nt,-4,18,2,2,nt,2,-17
COc1cc2c(cc1OC)CN(c1nc(CN3CCCC3)nc3sc(C)c(C)c13)CC2,-14,-9,19,6,5,nt,-2,0
CCN1C(=O)[C@H]2[C@@H](c3ccc(-c4ccc(F)cc4)c(OC)c3)N[C@@](Cc3ccccc3)(C(=O)OC)[C@H]2C1=O,0,-1,-27,-18,13,-2,nt,-14
O=C(C[C@H]1CC[C@H](NC(=O)c2cccnc2)[C@H](CO)O1)NCc1ccncn1,nt,-9,15,-1,2,-1,2,2
Cc1cccc2sc(N(CCN3CCOCC3)C(=O)CCS(=O)(=O)c3ccccc3)nc12,7,2,0,16,-12,-1,-1,15
COc1ccc(S(=O)(=O)N(C)C[C@@H]2Oc3ccc(NC(=O)Nc4c(C)noc4C)cc3C(=O)N([C@H](C)CO)C[C@H]2C)cc1,nt,-2,-13,nt,-9,0,-1,0

# (continued)
SMILES,FN deposition inh,S100A4 inh HTS,LGR2 inh,PAX8 inh HTS,EWS-Fli block,PglD DTNB,ERAP1 inh,PGC1a acetyl inh
Cc1ccc2nc(N(CCN(C)C)C(=O)c3cc(Cl)sc3Cl)sc2c1,1,nt,-5,-30,nt,3,nt,9
O=C(Nc1ccccc1)Nc1ccc2nnsc2c1,2,1,-61,-67,-121,-1,-11,nt
C/C=C/c1ccc([C@@H]2[C@@H](CO)N(C(C)=O)C23CN(C(=O)NC2CCCC2)C3)cc1,-2,-4,-11,-2,5,nt,2,4
COc1ccc(CCNC2CCC(c3ccccc3)CC2)cc1 (centres undefined),2,3,-5,3,0,-13,-2,nt
CC1(NC(=O)c2ccccc2)CCN(CCc2cccs2)C1=O (centres undefined),-5,-17,2,11,-1,2,1,2
Cc1cccc(N2N=C(C(=O)OCC(=O)c3ccccc3)CCC2=O)c1,-1,3,2,nt,-9,9,2,-5
COc1cc(S(=O)(=O)N2CCOCC2)ccc1NC(=O)COC(=O)COc1ccccc1,2,-1,12,0,0,nt,-1,nt
Cn1c(=O)c2sc3c(c2n(CC(=O)Nc2ccccc2)c1=O)COC(C)(C)C3,-11,-3,1,-10,5,-1,1,-9
CCOc1ccc2c(c1)nc(C)n2C,22,-6,4,-4,-17,-2,4,3
